# Bioassay records from PubChem.
# Wnt bcat act – Wnt/beta-catenin pathway activators, primary screen, cell-based, plate reader, single point; Wnt/beta-catenin reporter cell assay, activator; activation, % at 9.35 µM; 1.2% of 300,000 active; in the data active means activation above about 30%, passing the limit was not always enough; inconclusive means no clear call, values can overlap the other calls;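 further: 0% = neutral control wells and 100% = positive control wells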
# CDK5 p35 inh – inhibitors of human CDK5/p35 kinase, primary screen, biochemical, single concentration. Cyclin-dependent kinase 5 (Homo sapiens) + Cyclin-dependent kinase 5 activator 1 (Homo …. Recombinant CDK5/p35, ADP-Glo luminescence, 60 min. inhibition, % at 10 µM. 0.01% of 330,000 active. AID 488839, 2010;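 active means highest replicate inhibition of at least 50% and at least 75% of replicates reaching 50%; inconclusive means only one of the two criteria met; inactive means both criteria failed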;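 further: plate controls were DMSO neutral control for no effect and GW8510 at 10 µM for full effect; many of its hits are not listed in these tables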
# V-ATPase pHluor – regulators of yeast V-ATPase proton pumping, primary screen, pHLuorin cytosolic pH fluorescence. response, % at 10 µM. 0.37% of 350,000 active. S. cerevisiae; in the data active means response mostly above about 7.3%, no sharp cut-off; inactive means mostly below about 5.4%; further: actives read high; inactives centre near 0; some compounds called inactive have numbers as strong as hits
# CAL PDZ FP-1 – CAL PDZ peptide-binding inhibitors, primary screen, biochemical, fluorescence polarization, Cer-tagged CAL PDZ, HTS | AID 504414, 2011 | 0.02% of 330,000 active | purified CAL PDZ, TMR-peptide fluorescence polarization, 1 h | inhibition, % at 20 µM;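 active means highest replicate inhibition of at least 40%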;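 further: plate controls were DMSO neutral control wells for no effect and unlabeled competitor peptide control wells for full effect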
#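 Read-out basis: mP drop reported as inhibition | Assay system: Tagged CAL PDZ protein CerCALP, purified | Benchmarks: Unlabelled peptide for full inhibition, DMSO wells as neutral | Schedule: 1 h incubation at room temperature before polarization reading | Buffer or medium: Sodium phosphate/NaCl buffer pH 7.4 with TCEP, IgG, Thesit | Doses: Single point, 20 µM | Measured by: Fluorescence polarization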
# dFosB act – activators of delta FosB homodimer, primary screen, biochemical, fluorescence polarization, TAMRA-CDK5 oligo, single point; Protein FosB (Mus musculus), P13346; activation, % at 25 µM; purified delta FosB; percent of positive-control signal above neutral wells; 0.99% of 340,000 active;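 active means mean activation above about 17%, with every replicate also reaching it, limit read from the data, passing the limit was not always enough; inconclusive means only one of the two conditions met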;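 further: fluorescence polarization rise as delta FosB binds a TAMRA Cdk5 AP-1 oligo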
# Target sequence (P13346 whole entry, looked up): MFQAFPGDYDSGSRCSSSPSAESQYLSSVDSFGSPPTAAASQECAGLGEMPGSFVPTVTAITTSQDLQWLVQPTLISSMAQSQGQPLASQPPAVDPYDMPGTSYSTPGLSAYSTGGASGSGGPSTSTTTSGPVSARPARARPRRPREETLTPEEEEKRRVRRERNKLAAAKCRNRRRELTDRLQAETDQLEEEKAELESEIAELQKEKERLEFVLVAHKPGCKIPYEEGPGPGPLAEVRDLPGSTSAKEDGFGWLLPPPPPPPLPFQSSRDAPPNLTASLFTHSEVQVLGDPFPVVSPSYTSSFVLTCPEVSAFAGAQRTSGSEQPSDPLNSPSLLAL
# cardiac RTF act – cardiac RTF calcium sensitivity activators, primary screen, biochemical, IANBD-TnC fluorescence, EC20 calcium | Troponin I, cardiac muscle (Homo sapiens) + Troponin T, cardiac muscle (Homo sapiens) + … | IANBD-labeled TnC RTF fluorescence at EC20 calcium; 0% EC20 calcium, 100% full calcium | activation, % at 7.2 µM | 0.24% of 340,000 active | AID 493008, 2010;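 active means activation above the mean over all tested compounds plus 3 SD, cut at about 30% in these data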;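 further: rise in fluorescence read as greater calcium sensitivity of cardiac thin filaments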
# Tat export inh – E. coli Tat export inhibitors, primary screen, MC4100, TorA-mCherry reporter, fluorescence, single point | inhibition, % at 10 µM | 0.036% of 340,000 active | AID 488895, 2010;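 active means mean replicate inhibition at least 50% and at least half of replicates individually reaching 50%; inconclusive means only one of the two criteria met; inactive means neither criterion met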;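 further: exported cargo escapes ClpAP degradation while cytoplasmic cargo is degraded and loses fluorescence; 0% = median of neutral control wells and 100% = median of NaSCN control wells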
# MITF TRPM1 HTS – activators of MITF-driven TRPM1 promoter reporter, primary screen, cell-based, SK-MEL-5, luciferase, single point; activation, % at 12.5 µM; SK-MEL-5 TRPM1-promoter luciferase, 24 h; % of positive control, neutral wells = 0; 0.75% of 300,000 active;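 active means mean activation of at least 80% with every replicate also reaching 80%; inconclusive means mean reaches 80% but some replicate falls short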;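 further: 0% = neutral control wells and 100% = parthenolide positive control wells; values of inactives mirror those of a sister screen read the other way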
# Rtt109 HAT inh – inhibitors of C. albicans Rtt109/Vps75 HAT, primary screen, biochemical, ThioGlo CoA-SH fluorescence, plate reader; purified Rtt109/Vps75, 4 h; inhibition, % at 34.9 µM; AID 540336, 2011; Histone acetyltransferase RTT109 (Candida albicans (strain SC5314 / ATCC MYA-2876)), …; 0.16% of 330,000 active;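 active means inhibition of at least 50% in every replicate; inconclusive means best replicate reaches 50% inhibition but some replicates fall short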
# Target sequence (Q5AAJ8 whole entry, looked up): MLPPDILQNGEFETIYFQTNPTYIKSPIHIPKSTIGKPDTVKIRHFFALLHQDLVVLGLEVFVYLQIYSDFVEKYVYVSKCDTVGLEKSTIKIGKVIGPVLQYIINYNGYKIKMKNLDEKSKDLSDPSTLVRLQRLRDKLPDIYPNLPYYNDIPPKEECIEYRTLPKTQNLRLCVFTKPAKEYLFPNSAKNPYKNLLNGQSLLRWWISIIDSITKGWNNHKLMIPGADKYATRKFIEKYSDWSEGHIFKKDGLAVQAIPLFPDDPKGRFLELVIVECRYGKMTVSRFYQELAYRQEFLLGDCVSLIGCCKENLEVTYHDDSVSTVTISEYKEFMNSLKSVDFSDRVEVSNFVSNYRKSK
# CAL PDZ FP-2 – untagged CAL PDZ binding inhibitors, primary screen, biochemical, fluorescence polarization, HTS | 0.92% of 300,000 active | purified CAL PDZ, TMR-peptide fluorescence polarization, 1 h | Golgi-associated PDZ and coiled-coil motif-containing protein (Homo sapiens), Q9HD26 | AID 602252, 2012 | inhibition, % at 24.9 µM;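 active means mean inhibition of at least 30% with at least half of replicates also reaching 30%; inconclusive means no clear call, values can overlap the other calls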;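 further: 0% = DMSO neutral control and 100% = excess unlabeled competitor peptide PRC23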
# Starred values were filed as active, the others as inactive; ? = inconclusive; / = no result given.
[1] CC(Oc1ccccc1F)C(=O)/C=C/N(C)C (stereo unspecified)
[2] COc1ccc(CNC(=O)COC(=O)c2ccccc2C(=O)c2ccccc2)cc1
[3] O=C(CNS(=O)(=O)c1ccc(Br)s1)Nc1ccc2c(c1)OCCO2
[4] c1ccc(-n2c(Cc3cn4ccsc4n3)nnc2N2CCOCC2)cc1
[5] O=C(NC(Cc1ccccc1)c1nc2ccccc2[nH]1)C1CC(=O)N(c2ccc3c(c2)OCCO3)C1 (stereo unspecified)
[6] CCOCCCNCC(=O)Nc1ccccc1N1CCOCC1
[7] O=C(NC(=O)N1CCN(C(c2ccccc2)c2ccccc2)CC1)c1ccccc1
[8] CCCCC(=O)NS(=O)(=O)c1ccc(N=NN2CCCCC2)cc1

entry no.	1	2	3	4	5	6	7	8
Wnt bcat act	1	-1	/	3	-3	/	-1	1
CDK5 p35 inh	0.3	-1.2	-0.6	-1.2	-0.2	-1.4	0.2	-0.1
V-ATPase pHluor	5	-2	0	-1	-2	-1	-1	-5
CAL PDZ FP-1	-0.8	-1.9	-0.9	-3.1	-1.0	-0.2	-2.5	0.5
dFosB act	-1	-8	-3	-1	-10	0	-9	0
cardiac RTF act	0	3	-4	-3	2	1	1	2
Tat export inh	-2	7	-10	-6	3	5	2	-5
MITF TRPM1 HTS	-3	-6	-3	-3	-11	-1	-1	2
Rtt109 HAT inh	0	5	-13	-3	-7	4	10	5
CAL PDZ FP-2	/	1	-3	-3	-1	/	-3	-1

[9] Cc1ccc(CNc2nc(-c3cccs3)nc3ccccc23)cc1
[10] O=C(C1CCCC1)N1CCC(CC2CC(c3ccc(Cl)cc3)=NO2)(C(=O)NCC2CCCCC2)CC1 (stereo unspecified)
[11] Cc1cc(C)cc(N(CCC#N)C(=O)COC(=O)Cn2[nH]c(=O)c3ccccc3c2=O)c1
[12] CCOC(=O)c1ccccc1NC(=O)COC(=O)C1CCCC1
[13] CCOc1ccc(-c2c(=O)n(OCc3nc4ccccc4[nH]3)c3ccccc3[n+]2[O-])cc1
[14] CC1=Nc2ccccc2/C1=C\c1nc(-c2ccc(C(F)(F)F)cc2)oc1O
[15] Cc1ccccc1Nc1nnc(SCC(=O)NC2CCCc3ccccc32)s1 (stereo unspecified)
[16] Cc1cccc(N2C(=O)CC(N3CCN(Cc4ccc5c(c4)OCO5)CC3)C2=O)c1 (stereo unspecified)

entry no.	9	10	11	12	13	14	15	16
Wnt bcat act	/	-3	-2	3	1	0	/	/
CDK5 p35 inh	-6.8	0.8	1.3	-0.6	1.0	0.2	1.1	-0.6
V-ATPase pHluor	3	2	-5	-1	0	-2	-2	-1
CAL PDZ FP-1	-0.4	-1.6	-1.3	-2.3	-1.9	0.5	-1.2	/
dFosB act	?	3	-5	-1	4	-6	-9	-4
cardiac RTF act	-2	10	5	0	-1	156*	-1	-8
Tat export inh	2	5	13	3	0	9	7	3
MITF TRPM1 HTS	1	13	10	-4	/	4	-3	-1
Rtt109 HAT inh	1	-4	-2	-1	0	0	-4	-10
CAL PDZ FP-2	0	-2	0	-1	3	/	-4	-2

[17] O=C(CN1C(=O)NC2(CCCC2)C1=O)Nc1ccccc1
[18] CC(/C=C/c1ccccc1)=N\NC(=O)c1cc(C)[nH]n1
[19] COc1ccc(C(=O)NCC(=O)OCC(=O)NCc2ccc3c(c2)OCO3)cc1
[20] CCCc1nc2c(sc3nc4c(cc32)COC(C)(C)C4)c(=O)n1Cc1ccco1
[21] Cc1cccc(NC(=O)c2cccc3c2C(=O)c2ccccc2-3)c1
[22] CC(=O)c1ccc(NC(=O)c2cc(=O)[nH]c3ccccc23)cc1
[23] COc1ccc(-c2onc(C)c2-c2cnn(-c3ccccc3)c2)c(O)c1
[24] O=C(Nc1ccccc1)N1CCc2scc[n+]2-c2ccccc21

entry no.	17	18	19	20	21	22	23	24
Wnt bcat act	6	-1	1	/	/	-1	-3	0
CDK5 p35 inh	-0.2	-1.6	-0.4	1.0	-0.5	-1.0	-0.8	1.3
V-ATPase pHluor	-1	-3	4	-1	2	4	-2	2
CAL PDZ FP-1	-3.5	-0.6	-0.6	-1.3	0.8	-18	-0.3	0.0
dFosB act	4	-5	-5	-18	-5	-3	-9	-5
cardiac RTF act	-4	2	-1	-16	-1	5	10	0
Tat export inh	-9	-1	0	-4	9	8	3	-7
MITF TRPM1 HTS	2	-7	-2	-4	-8	6	-4	9
Rtt109 HAT inh	8	-6	-5	-9	2	-1	18	-6
CAL PDZ FP-2	-5	-9	-1	-2	0	-3	/	-3

[25] CC(C)CSc1nc2ccccc2c(=O)[nH]1
[26] Cn1cccc1C(=O)/C(C#N)=C/c1ccc(F)cc1
[27] CCCN(CCC)C(=O)CSc1nc2c(sc(=S)n2-c2ccc(OCC)cc2)c(=O)[nH]1
[28] CC(C)CC(=O)Nc1ccccc1N1CCN(c2ccc(F)cc2)CC1
[29] Cc1ccc(C)c(OCCOCCN2CC(C)OC(C)C2)c1C (stereo unspecified)
[30] CC(=O)NCC1CCCN(C(=O)c2ccc(OC3CCN(Cc4ccccn4)CC3)cc2)C1 (stereo unspecified)
[31] Cc1cc(C(=O)COC(=O)Cc2ccc(Cl)cc2)c(C)n1C
[32] Cc1nonc1NC(=O)CSc1nc(C2CCCCC2)nc2ccccc12

entry no.	25	26	27	28	29	30	31	32
Wnt bcat act	/	3	-1	-1	-5	-1	-4	/
CDK5 p35 inh	-0.5	0.8	0.9	-2.8	-0.5	/	0.3	0.3
V-ATPase pHluor	3	-2	-2	2	5	-4	0	1
CAL PDZ FP-1	-0.8	0.3	-1.0	-0.6	-0.2	-1.6	0.1	-1.0
dFosB act	-11	3	-4	-2	-5	-6	-3	-3
cardiac RTF act	6	4	-4	4	-2	1	2	3
Tat export inh	0	-16	8	4	-5	-7	-1	-1
MITF TRPM1 HTS	2	-7	1	5	5	1	15	/
Rtt109 HAT inh	-10	2	-9	-3	1	-2	-2	-11
CAL PDZ FP-2	-2	1	-4	/	0	-2	/	-2

[33] CSc1ccccc1C(=O)C1CCCN(C(=O)c2csnn2)C1 (stereo unspecified)
[34] O=C1N[C@@H](Cc2ccccc2)COC(=O)[C@@H](Cc2ccc(F)cc2)C/C=C\C[C@@H]1CC(=O)N(CCO)Cc1ccccc1
[35] CCCCNC(=O)c1onc(CSc2cccc(OC)c2)c1C(=O)O
[36] Cc1ccc(NS(=O)(=O)c2cccc(C(=O)NCC(c3cccs3)N(C)C)c2)cc1 (stereo unspecified)
[37] CCOc1ccccc1NC(=O)C(Sc1nnnn1C)c1ccccc1 (stereo unspecified)
[38] NC(=O)NC(=O)CN1C(=O)NC(c2ccccc2)(c2ccccc2)C1=O
[39] C[C@H](CO)N1C[C@H](C)[C@@H](CN(C)Cc2ccc(Cl)c(Cl)c2)Oc2c(NS(=O)(=O)c3cccs3)cccc2C1=O
[40] COc1cc(/C=C2\CCC(C3CCCC3)C2=O)cc(OC)c1OC (stereo unspecified)

entry no.	33	34	35	36	37	38	39	40
Wnt bcat act	2	-1	-2	-1	0	-1	-3	16
CDK5 p35 inh	-2.1	-2.5	1.4	-1.6	-0.4	-0.5	-0.5	3.2
V-ATPase pHluor	3	-3	-4	2	1	2	-2	-3
CAL PDZ FP-1	-0.5	-0.8	0.8	-1.1	-0.9	-0.8	0.7	1.7
dFosB act	-5	4	3	-1	-9	-4	-2	0
cardiac RTF act	-1	-4	-1	-5	1	2	-2	-3
Tat export inh	-10	3	-3	-3	-3	10	4	6
MITF TRPM1 HTS	20	-2	5	-13	0	0	-2	44
Rtt109 HAT inh	1	7	-8	12	-4	4	21	3
CAL PDZ FP-2	/	-4	-3	-3	/	20	0	-2

[41] CSC1=C(C#N)C(c2ccc(C)s2)CC(=O)N1 (stereo unspecified)
[42] N#Cc1cnc2nc(SCc3ccccc3)nn2c1
[43] CN(Cc1cccc(F)c1)C(=O)Cc1ccc(S(=O)(=O)N2CCOCC2)s1
[44] Cn1ncc([N+](=O)[O-])c1C(=O)Nc1ccc2c(c1)OCCO2
[45] CCN(CC(=O)Nc1ccc(NC(C)=O)cc1)C(=O)/C=C/c1cccs1
[46] Cc1ccc(OCc2nc3ccccc3[nH]2)cc1
[47] O=C(COc1ccc2c3c(c(=O)oc2c1)CCCC3)N1C[C@H]2C[C@@H](C1)c1cccc(=O)n1C2
[48] COc1ccc(S(=O)(=O)NCC(c2ccc3c(c2)OCO3)N2CCN(C)CC2)cc1OC (stereo unspecified)
[49] C[C@H](CO)N1C[C@H](C)[C@@H](CN(C)C(=O)NC2CCCCC2)Oc2ccc(NS(=O)(=O)c3cccs3)cc2C1=O

entry no.	41	42	43	44	45	46	47	48	49
Wnt bcat act	/	24	3	-1	/	18	-1	-1	-2
CDK5 p35 inh	1.5	-1.1	-2.3	0.0	-0.2	0.0	-1.3	-0.5	-1.8
V-ATPase pHluor	2	-2	2	-1	-1	0	0	-4	0
CAL PDZ FP-1	0.5	/	-2.1	/	-0.8	-1.5	0.3	-1.5	-1.3
dFosB act	-2	-2	-6	8	-5	3	-11	3	-8
cardiac RTF act	1	7	0	-2	0	-4	-8	8	-1
Tat export inh	-8	-4	0	-6	-8	-17	-2	0	2
MITF TRPM1 HTS	1	79	-1	-6	5	25	8	-2	-2
Rtt109 HAT inh	-6	-3	-5	2	-2	19	3	13	-2
CAL PDZ FP-2	/	-2	-3	1	-3	-2	-2	-1	-7

# An unsorted share of the library, and some 4.1% of all compounds hit somewhere here.
